hIAP block – human IAP inhibition. inhibition, % at 10 µM. purified IAP, CDP-Star luminescence, 30 min. AID 2544. 0.12% of 330,000 active. P09923;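 active = inhibition reaching a set limit with compound at 10 µM in the primary screen, cut at about 35% in these data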;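 note: plate controls were DMSO wells with enzyme for no effect and no-enzyme buffer wells for full effect; values of inactives mirror those of a sister screen read the other way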
Target sequence (P09923 whole entry, looked up): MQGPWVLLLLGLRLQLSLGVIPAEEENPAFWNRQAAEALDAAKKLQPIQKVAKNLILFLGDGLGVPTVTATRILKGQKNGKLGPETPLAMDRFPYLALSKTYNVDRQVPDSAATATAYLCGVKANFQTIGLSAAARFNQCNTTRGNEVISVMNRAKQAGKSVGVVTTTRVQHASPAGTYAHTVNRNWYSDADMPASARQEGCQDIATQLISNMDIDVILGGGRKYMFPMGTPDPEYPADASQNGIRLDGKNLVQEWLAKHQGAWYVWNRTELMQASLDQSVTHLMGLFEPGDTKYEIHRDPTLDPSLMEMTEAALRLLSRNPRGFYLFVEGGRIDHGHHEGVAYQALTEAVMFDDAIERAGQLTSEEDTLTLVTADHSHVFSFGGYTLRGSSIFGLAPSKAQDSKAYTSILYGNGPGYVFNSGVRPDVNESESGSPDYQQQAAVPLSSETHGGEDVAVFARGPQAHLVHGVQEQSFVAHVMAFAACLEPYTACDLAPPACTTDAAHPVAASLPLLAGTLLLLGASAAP
ATG4B inhibitor – ATG4B (human) cysteine protease inhibition | Q9Y4P1 | ATG4B cleavage of LC3-PLA2, NBD-HPC fluorescence, 1 h | inhibition, % at 8.33 µM | 0.51% of 340,000 active | AID 504462; in the data active = inhibition above about 40%
Target sequence (Q9Y4P1 whole entry, looked up): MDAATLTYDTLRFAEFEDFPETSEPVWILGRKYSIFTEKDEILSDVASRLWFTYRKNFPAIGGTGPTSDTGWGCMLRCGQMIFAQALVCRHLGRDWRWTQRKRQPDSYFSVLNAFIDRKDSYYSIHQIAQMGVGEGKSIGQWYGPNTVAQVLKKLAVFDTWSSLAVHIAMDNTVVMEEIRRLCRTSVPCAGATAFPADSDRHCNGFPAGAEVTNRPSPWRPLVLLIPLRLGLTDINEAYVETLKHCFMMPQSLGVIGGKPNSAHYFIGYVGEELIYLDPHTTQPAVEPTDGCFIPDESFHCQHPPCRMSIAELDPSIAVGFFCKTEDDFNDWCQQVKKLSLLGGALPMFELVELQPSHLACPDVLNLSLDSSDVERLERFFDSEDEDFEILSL
A3A deaminase – blocks human APOBEC3A ssDNA deamination; inhibition, % at 20 µM; P31941; recombinant A3A, FAM/TAMRA ssDNA deamination fluorescence; 0.41% of 330,000 active;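 active = at least 40% inhibition at 20 µM here, with at most 30% in a related deaminase screen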;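 note: plate controls were A3A with DMSO for no effect and wells lacking A3A enzyme for full effect; some results filed as inactive read as strong as hits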
hIAP act – human IAP activation; P09923; purified human IAP, CDP-Star luminescence, 30 min; hits give high values; 1 = vehicle-only enzyme, 0 = enzyme-free background; activation factor at 10 µM; 0.16% of 330,000 active; AID 2524;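 active = activation factor of the enzyme at least 2-fold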; note: the source names both 10 and 20 µM as test concentration; values of inactives mirror those of a sister screen read the other way
mIAP inh – mouse IAP inhibition; purified mouse IAP, CDP-Star luminescence, 30 min; inhibition, % at 10 µM; 0.2% of 330,000 active;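 active = inhibition of at least 40% at 10 µM in the primary screen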;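 note: plate controls were DMSO with enzyme for no effect and no enzyme wells for full effect; values of inactives mirror those of a sister screen read the other way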
mIAP activ – mouse IAP activation; muIAP, CDP-Star luminescence, 30 min; hits give high values; 1 = vehicle-only enzyme signal, 0 = enzyme-free wells; activation factor at 10 µM; 0.24% of 330,000 active;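 active = activation factor of at least 2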; note: the source names both 10 and 20 µM as test concentration; values of inactives mirror those of a sister screen read the other way
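System: mouse IAP enzyme. Reagent: CDP-Star chemiluminescent phosphatase substrate. Benchmarks: DMSO wells, no-enzyme wells. Times: 30 min enzyme-substrate-compound incubation at room temperature. Detection: luminescence from enzymatic CDP-Star hydrolysis. Doses: test compounds delivered from DMSO solution.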
beta cell repl – MIN6 beta-cell proliferation induction. 0.29% of 330,000 active. AID 2380. MIN6 cells proliferation, ATPlite luminescence, 48 h; cells starved in 0.2% serum; 100% = growth in 10% serum. proliferation, % at 10 µM;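 active = compounds whose signal lies at least 3.5 SD above the mean of all wells on their plate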;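 note: 0% = DMSO-treated cells in low-serum medium and 100% = 10% serum control; some compounds called inactive have numbers as strong as hits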
MPTP inh – blocks calcium-induced mitochondrial swelling; 1.4% of 360,000 active; inhibition, % at 10 µM; isolated mouse mitochondria, Ca2+ swelling absorbance, 30 min;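 active = inhibition of 50% or more, scaled per plate between neutral and stimulator controls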;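 note: 0% = DMSO wells given calcium and 100% = 1 mM EGTA wells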
A3G deaminase – APOBEC3G (human) deaminase inhibition. recombinant A3G, ssDNA deamination FAM/TAMRA fluorescence. inhibition, % at 20 µM. Q9HC16. 0.28% of 330,000 active;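 active = inhibition of at least 40% at 20 µM, with no more than 30% in the related APOBEC3A deaminase screen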;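 note: plate controls were DMSO wells with A3G for no effect and wells lacking A3G enzyme for full effect; some compounds called inactive have numbers as strong as hits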
The depositor's hits bear a star. Compounds were not picked by outcome; overall some 3.3% were active at least once.

`CC(=O)c1ccc(OCc2cc(C(=O)N3CCC[C@H]3CO)no2)cc1` gave hIAP block -2.3, ATG4B inhibitor 4.2, A3A deaminase -3.3, hIAP act 1.02, mIAP inh 0.1, mIAP activ 0.999, beta cell repl -1.2, MPTP inh 0.1 and A3G deaminase -4.5.
For O=C(Nn1cnnc1)C(Sc1ccccc1)c1ccccc1 (centres undefined) the results were hIAP block 11.0, ATG4B inhibitor 4.6, A3A deaminase 0.1, hIAP act 0.89, mIAP inh 6.0, mIAP activ 0.94, beta cell repl 0.9, MPTP inh -1.6 and A3G deaminase -5.6.
CCOc1ccc(S(=O)(=O)N2CCN(C(=O)CCC(=O)N3CCOCC3)CC2)cc1 was read as hIAP block 3.8, ATG4B inhibitor 0.1, A3A deaminase 2.1, hIAP act 0.962, mIAP inh 0.9, mIAP activ 0.991, beta cell repl -3.4, MPTP inh -1.0 and A3G deaminase 0.9.
C[C@H](CO)N1C[C@H](C)[C@@H](CN(C)C(=O)Nc2ccccc2)Oc2c(NC(=O)c3ccncc3)cccc2C1=O was read as hIAP block -6.9, ATG4B inhibitor 1.3, A3A deaminase 0.8, hIAP act 1.07, mIAP inh 0.5, mIAP activ 0.995, beta cell repl -1.4, MPTP inh -4.6 and A3G deaminase -1.0.
For CC(C)COc1ccc(C2NC(=O)NC2=O)cc1 (centres undefined) the results were hIAP block 19.8, ATG4B inhibitor 3.9, A3A deaminase -6.2, hIAP act 0.802, mIAP inh 5.5, mIAP activ 0.945, beta cell repl -1.4, MPTP inh 1.3 and A3G deaminase -6.5.
Screening Cn1cc(-c2nnnn2-c2cccc(C(F)(F)F)c2)c(C(F)(F)F)n1 returned hIAP block 6.3, ATG4B inhibitor 4.4, A3A deaminase 4.6, hIAP act 0.937, mIAP inh -3.5, mIAP activ 1.03, beta cell repl -3.5, MPTP inh 2.7 and A3G deaminase 17.5.
N#CC1c2ccccc2C=CN1C(=O)c1ccccc1 (centres undefined) was read as hIAP block 0.2, ATG4B inhibitor 2.6, A3A deaminase 0.0, hIAP act 0.998, mIAP inh 7.2, mIAP activ 0.928, beta cell repl -0.2, MPTP inh 5.1 and A3G deaminase -4.5.
For O=C(c1ccc2c(c1)OCO2)C1CCCN(C(=O)C2CCOCC2)C1 (centres undefined) the results were hIAP block 1.3, ATG4B inhibitor -11.4, A3A deaminase 1.3, hIAP act 0.987, mIAP inh 10.9, mIAP activ 0.891, beta cell repl -1.9, MPTP inh -0.4 and A3G deaminase -2.0.
Screening CCOc1ccc(N(CC(=O)NCc2ccccc2OC)S(C)(=O)=O)cc1 returned hIAP block -14.6, ATG4B inhibitor 3.4, A3A deaminase -5.3, hIAP act 1.15, mIAP inh 7.3, mIAP activ 0.927, beta cell repl -2.0, MPTP inh 1.6 and A3G deaminase -6.8.
Screening CC(Oc1ccc(-c2nccc(-c3ccccn3)n2)cc1)C(=O)NN (centres undefined) returned hIAP block -9.6, ATG4B inhibitor -13.8, A3A deaminase 1.2, hIAP act 1.1, mIAP inh 6.8, mIAP activ 0.932, beta cell repl -4.2, MPTP inh -1.8 and A3G deaminase -3.6.
Screening CCc1ccc(-c2nc(SCC(=O)NC3CCS(=O)(=O)C3)n[nH]2)cc1 (centres undefined) returned hIAP block 6.0, ATG4B inhibitor 2.5, A3A deaminase -2.9, hIAP act 0.94, mIAP inh 2.6, mIAP activ 0.974, beta cell repl -0.3, MPTP inh -2.4 and A3G deaminase -7.5.
Cc1nc(C)c(-c2csc(Nc3ncccc3C)n2)s1 was read as hIAP block -15.8, ATG4B inhibitor -3.8, A3A deaminase 0.2, hIAP act 1.16, mIAP inh -0.4, mIAP activ 1, beta cell repl -0.6, MPTP inh 2.8 and A3G deaminase -0.6.
`COc1ccccc1C(=O)C1CCCN(C(=O)CCC(=O)c2ccccc2)C1` (centres undefined) gave hIAP block 3.4, ATG4B inhibitor -6.4, A3A deaminase -10.5, hIAP act 0.966, mIAP inh -2.6, mIAP activ 1.03, beta cell repl 0.4, MPTP inh -0.8 and A3G deaminase -4.9.
`CN(C)/C=C/C(=O)c1ccc(F)cc1` gave hIAP block -10.1, ATG4B inhibitor -6.6, A3A deaminase 0.1, hIAP act 1.1, mIAP inh -14.9, mIAP activ 1.15, beta cell repl -1.8, MPTP inh 0.4 and A3G deaminase -5.5.
For CN(C1CCS(=O)(=O)C1)S(=O)(=O)c1ccc(C2CCCCC2)cc1 (centres undefined) the results were hIAP block -17.8, ATG4B inhibitor 2.0, A3A deaminase 3.4, hIAP act 1.18, mIAP inh 7.1, mIAP activ 0.929, beta cell repl -1.1, MPTP inh 0.8 and A3G deaminase -0.1.
CC(=O)c1c(C)[nH]c(C(=O)CN2CCN(S(=O)(=O)c3ccccc3)CC2)c1C was read as hIAP block -1.7, ATG4B inhibitor 1.8, A3A deaminase 1.9, hIAP act 1.02, mIAP inh 3.4, mIAP activ 0.966, beta cell repl -3.3, MPTP inh -1.2 and A3G deaminase 2.3.
CC(=O)c1sc(NC(=O)COc2ccccc2)nc1C was read as hIAP block 8.4, ATG4B inhibitor -7.9, A3A deaminase -3.3, hIAP act 0.916, mIAP inh -13.5, mIAP activ 1.14, beta cell repl -3.0, MPTP inh 26.5 and A3G deaminase -3.2.
c1csc(CN2CCOCC2)c1 was read as hIAP block -18.4, ATG4B inhibitor -6.4, A3A deaminase -3.0, hIAP act 1.18, mIAP inh -2.8, mIAP activ 1.03, beta cell repl 1.0, MPTP inh 0.6 and A3G deaminase -9.1.
`Cc1cc(C)nc(/N=C(\NC(=O)C(C)(C)C)Nc2ccc(F)cc2)n1` gave hIAP block -1.0, ATG4B inhibitor -8.2, A3A deaminase 0.7, hIAP act 1.01, mIAP inh -3.4, mIAP activ 1.03, beta cell repl -1.5, MPTP inh 1.6 and A3G deaminase -5.1.
For COc1cc(NC(=O)C2=C(N3CCOCC3)/C(=C/c3ccc(Cl)cc3)CC2)cc(OC)c1OC the results were hIAP block -15.3, ATG4B inhibitor 4.1, A3A deaminase -0.2, hIAP act 1.15, mIAP inh 8.9, mIAP activ 0.911, beta cell repl -2.8, MPTP inh 0.1 and A3G deaminase 3.4.
O=[N+]([O-])c1ccccc1S(=O)(=O)Nc1cccc(-c2ccc3nncn3n2)c1 was read as hIAP block 0.5, ATG4B inhibitor -2.5, A3A deaminase -2.1, hIAP act 0.995, mIAP inh -0.3, mIAP activ 1, beta cell repl 4.9, MPTP inh -2.4 and A3G deaminase -10.7.
`CCOC(=O)N1CCC(NC(=O)c2cc(C(=O)NC3CCCC3)ccc2CO)CC1` gave hIAP block 5.8, ATG4B inhibitor -23.3, A3A deaminase -3.1, hIAP act 0.942, mIAP inh 1.6, mIAP activ 0.984, beta cell repl -1.7, MPTP inh -0.5 and A3G deaminase -10.4.
For O=C(CNCc1ccc(Cl)cc1)Nc1ccc2c(c1)OCCO2 the results were hIAP block 3.5, ATG4B inhibitor -5.4, A3A deaminase 0.0, hIAP act 0.965, mIAP inh 3.2, mIAP activ 0.968, beta cell repl -4.0, MPTP inh -1.4 and A3G deaminase -6.1.
`COc1ccc(C)cc1S(=O)(=O)NCCN1CCOCC1` gave hIAP block 5.8, ATG4B inhibitor 2.0, A3A deaminase -2.5, hIAP act 0.942, mIAP inh -2.3, mIAP activ 1.02, beta cell repl -3.4, MPTP inh 1.7 and A3G deaminase -2.0.
Screening CC(=O)c1cnc2nc(SCc3ccccc3C)nn2c1C returned hIAP block 4.4, ATG4B inhibitor 2.4, A3A deaminase -3.4, hIAP act 0.956, mIAP inh -3.8, mIAP activ 1.04, beta cell repl -3.3, MPTP inh -0.2 and A3G deaminase -7.3.
CCc1ccccc1NC(=O)CSc1nc(-c2ccccc2)nn1C(=O)c1cccc([N+](=O)[O-])c1 was read as hIAP block -2.7, A3A deaminase 2.7, hIAP act 1.03, mIAP inh -5.6, mIAP activ 1.06, beta cell repl 0.1 and A3G deaminase -1.6.
N/C(=N\OC(=O)c1ccco1)c1ccccn1 was read as hIAP block -1.2, ATG4B inhibitor 3.0, A3A deaminase -2.6, hIAP act 1.01, mIAP inh 5.7, mIAP activ 0.943, beta cell repl 0.1, MPTP inh -0.9 and A3G deaminase -5.2.
For Cc1cccc(Oc2ccc(NC(=O)C3CC=CCC3C(=O)O)cc2)c1 (centres undefined) the results were hIAP block 12.3, ATG4B inhibitor -0.5, A3A deaminase 5.6, hIAP act 0.877, mIAP inh 0.4, mIAP activ 0.996, beta cell repl -0.9, MPTP inh 0.5 and A3G deaminase 3.8.
CCn1cc(Cl)c(C(=O)NNC(=O)CCn2cc([N+](=O)[O-])cn2)n1 was read as hIAP block -63.5, ATG4B inhibitor -2.5, A3A deaminase -0.5, hIAP act 1.64, mIAP inh 9.6, mIAP activ 0.904, beta cell repl -2.2, MPTP inh -2.3 and A3G deaminase -6.4.
Screening O=C(NCc1c(Cl)cccc1Oc1ccccc1)c1ccccc1 returned hIAP block -11.4, ATG4B inhibitor 47.2*, A3A deaminase -3.1, hIAP act 1.11, mIAP inh -1.2, mIAP activ 1.01, beta cell repl 0.5, MPTP inh 3.7 and A3G deaminase -3.9.
`Cc1ccc(C)c(NC(=O)CN(C)S(=O)(=O)c2ccccc2)c1` gave hIAP block 10.6, ATG4B inhibitor 0.1, A3A deaminase 1.7, hIAP act 0.894, mIAP inh 5.6, mIAP activ 0.944, beta cell repl 5.4, MPTP inh -1.7 and A3G deaminase 2.0.
`COc1cccc(-c2nn(-c3ccccc3)cc2CN(C)Cc2c(C)nc3ccccn23)c1` gave hIAP block 4.3, ATG4B inhibitor 2.6, A3A deaminase 2.0, hIAP act 0.957, mIAP inh -7.6, mIAP activ 1.08, beta cell repl -4.7, MPTP inh 2.3 and A3G deaminase 3.2.
Screening Cc1ccc(NC(=O)CCSc2nnc(-c3ccco3)o2)cc1 returned hIAP block 2.4, ATG4B inhibitor -8.6, A3A deaminase -1.9, hIAP act 0.976, mIAP inh -2.2, mIAP activ 1.02, beta cell repl -1.1, MPTP inh 1.6 and A3G deaminase -4.3.
Screening CCC(C)(C)C1CCC2(CC1)NC(=O)N(CC(=O)N(C)Cc1ccc(OC(F)F)cc1)C2=O (centres undefined) returned hIAP block 6.2, ATG4B inhibitor -6.5, A3A deaminase -3.6, hIAP act 0.938, mIAP inh 4.3, mIAP activ 0.957, beta cell repl -2.4, MPTP inh -0.8 and A3G deaminase -3.3.
Cc1ccc(S(=O)(=O)Nc2ccc(S(=O)(=O)Nc3nccs3)cc2)c([N+](=O)[O-])c1 was read as hIAP block 13.3, ATG4B inhibitor -15.4, A3A deaminase -1.3, hIAP act 0.867, mIAP inh 5.7, mIAP activ 0.943, beta cell repl -7.1, MPTP inh 0.2 and A3G deaminase -3.0.
Screening O=C(NCC1CCCO1)C(=O)N/N=C/c1cc(Cl)ccc1O (centres undefined) returned hIAP block -100.3, ATG4B inhibitor 22.7, A3A deaminase 0.8, hIAP act 2*, mIAP inh -8.1, mIAP activ 1.08, beta cell repl -1.4, MPTP inh -0.7 and A3G deaminase -4.7.
`CCCNC(=O)COc1ccc(S(=O)(=O)Nc2ccc(C)cc2)cc1` gave hIAP block 8.8, ATG4B inhibitor -3.4, A3A deaminase 0.5, hIAP act 0.912, mIAP inh 6.8, mIAP activ 0.932, beta cell repl -0.8, MPTP inh -2.4 and A3G deaminase -5.9.
`O=C(COC(=O)c1ncc(Cl)c(Cl)c1Cl)NCCc1ccccc1` gave hIAP block -10.3, ATG4B inhibitor 3.6, A3A deaminase -2.2, hIAP act 1.1, mIAP inh 5.4, mIAP activ 0.946, beta cell repl 5.8, MPTP inh -0.1 and A3G deaminase -11.3.

Assay outcomes as filed in PubChem BioAssay.
